Bioassay records deposited in PubChem BioAssay by National Center for Advancing Translational Sciences (NCATS).
Rab9 promoter act: activates the Rab9 promoter; Huh7 Rab9 promoter-luciferase reporter, luminescence, 24 h; Potency, µM (series often up to 9.22 µM), for inactives: at the top dose activation, negative = inhibition, actives largely listed as activators; actives 2.8% (n = 320,000); AID 485297; note: % of control where 0% means no effect; nearly all actives have a fitted effect of over 60% in size
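Luminescence read-out: Huh7 cells stably expressing Rab9-luciferase, treated 24 h with compound at 37 °C, then lysed with luciferase reagent for 10 min at ambient before reading.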
NPC1 promoter act: activates the NPC1 promoter | Huh7 NPC1 promoter luciferase reporter, 24 h | Potency, µM (titrated, usually from 9.22 µM), for the others: at the highest dose activation, most hits filed as activators | actives 2.4% (n = 320,000) | AID 485313;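 note: % of control where 0% means no effect; nearly all actives have a fitted effect of over 60% in size; reporter is driven by a mutant NPC1 promoter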
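Compounds in DMSO were transferred onto Huh7 NPC1-luciferase reporter cells pre-incubated 2 h; after 24 h at 37 °C, Amplite reagent was dispensed and luminescence recorded 10 min later.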
VP16 counter: Gal4-VP16 reporter inhibition counter-screen; Drosophila S2 Gal4-VP16 UAS-luciferase, luminescence, 20 h; Potency, µM (highest dose often 53.6 µM), for inactives: at the top dose activity, negative = inhibition, most hits filed as inhibitors; actives 3.5% (n = 310,000); AID 2546;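 note: Gal4-VP16 expression switched on by copper sulfate through the metallothionein promoter; % is set by controls: 0 for no effect and ±100 for the full control effect; nearly all actives have a fitted effect of over 50% in size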
MLL CXXC-DNA inh: MLL CXXC-DNA interaction inhibition; MLL-CXXC / FITC-HOXA9 DNA fluorescence polarization; AID 2662; Q03164; Potency, µM (series often up to 115 µM), for the others: top-dose activity change, negative = inhibition, usual class: inhibitors; actives 0.037% (n = 290,000); active = well fitted inhibition curve with a large enough effect in the polarisation, with a control signal flat, not every such curve was filed as active; inconclusive = small, poorly fitted or top-dose-only effect, or effect the other way, or a change in a side signal; inactive = no such curve, though single readings can be large or run the other way; the % refers to the polarisation
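Fluorescence polarization: 7 uM MLL-CXXC (stock) preincubated 5 min with compounds, then 50 nM fluorescein-HOX-A9 DNA (stock) added; 30 min ambient. Buffer 50 mM Tris-HCl pH 7.5, 50 mM NaCl, 1 mM DTT, 0.05% BSA.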
MBNL1 CUG block: blocks human MBNL1 binding to CUG repeat RNA; AID 2675; actives 0.036% (n = 280,000); TR-FRET MBNL1-His/biotin-(CUG)12 binding, 665/545 ratio; Potency, µM (highest dose often 57.5 µM), for inactives: top-dose activity change, negative = inhibition, hits mostly inhibitors; active = well fitted inhibition curve with a large enough effect in the signal ratio, with a control signal flat, not every such curve was filed as active; inconclusive = small, poorly fitted or top-dose-only effect, or effect the other way, or a change in a side signal; inactive = no such curve, though single readings can be large or run the other way; the % refers to the signal ratio; note: % is set by controls: 0 for no effect and ±100 for the full control effect
Target sequence (Q9NR56 whole entry, looked up): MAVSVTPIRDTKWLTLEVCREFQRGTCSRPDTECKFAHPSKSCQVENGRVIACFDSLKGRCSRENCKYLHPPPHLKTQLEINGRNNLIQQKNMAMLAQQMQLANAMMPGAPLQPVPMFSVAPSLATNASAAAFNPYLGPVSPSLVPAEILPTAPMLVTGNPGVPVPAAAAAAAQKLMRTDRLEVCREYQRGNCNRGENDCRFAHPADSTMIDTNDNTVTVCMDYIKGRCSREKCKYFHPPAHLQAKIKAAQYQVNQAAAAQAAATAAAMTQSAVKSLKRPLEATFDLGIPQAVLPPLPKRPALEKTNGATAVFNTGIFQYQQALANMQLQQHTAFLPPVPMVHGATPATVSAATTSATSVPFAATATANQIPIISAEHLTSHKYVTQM
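His-tagged MBNL1 binding to biotinylated (CUG)12 RNA was measured by TR-FRET using terbium anti-His antibody (0.055 ng/ul final) and streptavidin-XL665 (5 nM final). Compounds were titrated 92 nM to 58 uM; 60 min at room temperature.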
ELG1 genotoxic: induces genotoxicity in HEK293T cells with luciferase-tagged ELG1; Potency, µM (titrated, usually from 46 µM), inactives show at the highest dose activity change, positive = activation, usual class: activators; AID 504466; HEK293T ELG1-luciferase reporter, luminescence, 16 h; actives 1.3% (n = 330,000); note: % of control where 0% means no effect; nearly all actives have a fitted effect of over 60% in size
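Genotoxicity was scored as increased ELG1-luciferase reporter signal, measured by ONE-Glo luminescence (30 min, room temperature). Compound or vehicle exposure of the HEK293T reporter cells lasted 16 hr at 37°C.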
BRCA1 expr up: increases BRCA1 expression; MCF7-BRCA1-FFLuc reporter, luminescence, 48 h; response scale: scaled: vehicle 0%, 10 µM genistein 100%; Potency, µM (doses to about 46.1 µM), inactives show at the top dose activation, hits mostly activators; actives 1.1% (n = 380,000); AID 624202; note: nearly all actives have a fitted effect of over 80% in size; some results filed as inactive show a strong effect at the top dose
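Luminescence from a BRCA1-driven firefly luciferase in MCF7 cells was the read-out, taken 15 min after substrate addition following 48 h compound exposure at 37 °C. Data were normalized to a 10 microM genistein control and DMSO vehicle.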
RORgamma inh: ROR gamma (mouse) transcription inhibition. AID 2551. Potency, µM (doses to about 53.6 µM), for the others: top-dose activity change, negative = inhibition, usual class: inhibitors. Drosophila S2 Gal4-RORgamma UAS-luciferase reporter, 20 h. actives 5.4% (n = 310,000); note: % is set by controls: 0 for no effect and ±100 for the full control effect; nearly all actives have a fitted effect of over 60% in size
Target sequence (P51450 whole entry, looked up, the tested form may be a part): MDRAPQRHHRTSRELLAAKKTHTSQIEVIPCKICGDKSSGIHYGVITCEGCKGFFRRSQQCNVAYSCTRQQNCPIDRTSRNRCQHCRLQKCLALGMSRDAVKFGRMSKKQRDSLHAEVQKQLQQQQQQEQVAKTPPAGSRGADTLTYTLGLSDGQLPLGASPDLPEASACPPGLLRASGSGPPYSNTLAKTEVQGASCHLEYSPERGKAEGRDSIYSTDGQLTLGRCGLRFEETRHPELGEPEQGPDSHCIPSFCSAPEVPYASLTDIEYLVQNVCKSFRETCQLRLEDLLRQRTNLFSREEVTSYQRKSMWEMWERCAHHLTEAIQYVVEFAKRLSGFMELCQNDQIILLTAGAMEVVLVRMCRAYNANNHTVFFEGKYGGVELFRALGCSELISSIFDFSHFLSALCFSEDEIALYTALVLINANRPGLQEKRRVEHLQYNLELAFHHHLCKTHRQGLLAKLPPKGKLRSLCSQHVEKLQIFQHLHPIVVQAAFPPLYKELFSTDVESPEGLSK
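Luciferase reporter read in Schneider cells carrying Gal4-RORγ (mouse) and UAS-Photinus luciferase; cells given compound 1 h before 700 uM copper sulfate induction, then incubated 20 h at ambient temperature.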
uPA surface inh: cell surface uPA generation inhibition; actives 0.31% (n = 330,000); Potency, µM (highest dose often 38.3 µM), for inactives: top-dose activity change, negative = inhibition, hits mostly inhibitors; cell surface uPA generation assay, qHTS; AID 540303; active = well fitted inhibition curve with a large enough effect; inconclusive = small, poorly fitted or top-dose-only effect; inactive = no such curve, though single readings can be large or run the other way; tested in mouse RAW 264.7 cells; note: % is set by controls: 0 for no effect and ±100 for the full control effect; nearly all actives have a fitted effect of over 55% in size
FLuc counter: counter-screen for miR-21 project: firefly luciferase inhibitors or activators. actives 6.9% (n = 360,000). purified FLuc, Km substrates, luminescence inhibition. Potency, µM (series often up to 57.5 µM), for inactives: at the top dose activity change, negative = inhibition, usual class: inhibitors. P08659. AID 588342;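 note: plate controls were vehicle for no effect and reference inhibitor for full effect; nearly all actives have a fitted effect of over 55% in size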
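Biochemical qHTS of compounds, final roughly 60 µM downward over six points, against 10 nM purified firefly luciferase using Km concentrations of substrates (10 uM D-luciferin, 10 uM ATP) in Tris acetate pH 7.5 buffer; luminescence output.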
p53 reactivator: restores transcriptional activity of mutant p53; H1299 p53-A138V BP100-luciferase reporter, luminescence, 24 h; AID 504706; Potency, µM (titrated, usually from 92.2 µM), for the others: at the top dose activity change, positive = activation, hits mostly activators; actives 0.063% (n = 320,000); note: % of control where 0% means no effect; nearly all actives have a fitted effect of over 45% in size
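p53-null H1299 cells stably carrying temperature-sensitive p53-A138V and a BP100-luciferase reporter were pinned with compounds (4-point, 1:5 series) and held 24 hrs at 37 deg C. Luminescence was read 10 min after detection reagent.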
Active calls of the source: *; ? = inconclusive; / = not tested or not shown; & = joins results of further samples; [ ] = another dose, or the depositor's remark. Unless noted, calls come from the whole dose curve; as a rule, active = well fitted curve in the direction sought with a large enough effect; inconclusive = small, poorly fitted or top-dose-only effect, or another doubt; inactive = no such curve, though single readings can be large; an effect the other way counts as inactive or inconclusive. Potency is the fitted concentration of half-maximal effect. Not all compounds are listed; the hit share may differ from the screen's.

The line under a structure holds: Rab9 promoter act, NPC1 promoter act, VP16 counter, MLL CXXC-DNA inh, MBNL1 CUG block, ELG1 genotoxic, BRCA1 expr up, RORgamma inh, uPA surface inh, FLuc counter, p53 reactivator
- O=C(OCC(=O)N1CCCc2ccccc21)c1cc(S(=O)(=O)N2CCOCC2)ccc1F
  -5%, 1%, /, /, /, 3%, 2%, /, -3%, 1%, -1%
- CCOC(=O)CC(NC(=O)Cn1nnc(-c2ccccc2C)n1)c1ccc(OC)cc1 (stereo not given)
  21%, 0%, 22%, -5%, -6%, -6%, -5%, 21%, /, 0%&-14%, -2%
- CNC(=O)COc1ccc(S(=O)(=O)Nc2ccccc2)cc1
  4%, -4%, -18%, -1%, 3%, 7%, 0%, -16%, 1%, 4%, -3%
- CC(C)(C)NCC(O)COc1cccc2[nH]c(=O)[nH]c12 (stereo not given)
  6%[46.1 µM], -1%[46.1 µM], /, -8%, /, /, 8%, /, -11%, /, /
- O=C(O)c1ccc(NC(=O)C2(c3ccccc3)CCOCC2)cc1
  -2%, -3%, -5%, -6%, -3%, 1%, 5%, -23%, 0%, 0%, -2%
- COC1=C/C(=C/c2c(N)n3nc(CC(=O)N4CCOCC4)sc3nc2=O)C=CC1=O
  -5%, -14%, -17%, ?, ?, 0%, 9%, 4%, 2%, -8%, 2%
- Cn1c(-c2cccc([N+](=O)[O-])c2)[n+](C)c2ccccc21
  -2%, -6%, 5%, 1%, ?, -13%, -7%, -11%, 9%, -2%, 0%
- COc1cccc(C(=O)Nc2cccc(NC(C)=O)c2)c1
  -1%, -5%, 3%, -1%, 10%, 3%, 25%, 33%, /, ?, 6%
- O=C(O)c1cccc(N2CCCC2=O)c1
  -1%, 0%, 7%, 5%, -1%, 3%, 16%, 12%, /, -18%, -13%
- Cn1c(=O)c2nc(-c3ccccc3)oc2c2ccccc21
  15%, 20%, -10%, -1%, 0%, 0%, -92%, 8%, -6%, ?, 9%
- COc1cc2ncnc(NCCCN3CCOCC3)c2cc1OC
  -2%, -4%, -6%, -8%, -10%, 4%, 35%, 9%, -9%, 0%, 6%
- CCOc1ccc(C(=O)NC(=S)Nc2ccccc2N2CCC(C)CC2)cc1[N+](=O)[O-]
  -2%, -4%, 3.2µM*, 16%, -6%, -2%, -50%, 1µM*, 7%, 1%, -4%
- CCCCCCSc1ccc([C@@H]2[C@H]3C(=O)N(C)C(=O)[C@H]3[C@]3(C(=O)OC)CCCCN23)cc1OC
  2%, 0%, /, /, /, -5%, -11%, /, 6%, -4%, -8%
- CCN1C(=O)NC(c2cc(Br)ccc2OC)C(C(=O)OC)=C1C (stereo not given)
  -3%, 0%, -7%, -7%, -11%, -3%, -16%, 8%, 2%, -5%, -23%
- O=C(/C=C/c1cccs1)Nc1ccc(S(=O)(=O)Nc2ncccn2)cc1
  -6%, -9%, 3%, -25%, 16%, 0%, -8%, 4%, 4%, -13%, -4%
- CC1(c2ccc(OC(F)F)cc2)NC(=O)N(CC(=O)Nc2cccc(F)c2)C1=O (stereo not given)
  0%, 2%, 0%, 4%, -1%, 8%, -11%, 26%, 0%, 1%, -9%
- COc1cccc(OC)c1C(=O)OCC(=O)NCC(C)C
  -1%, 0%, -8%, -6%, 1%, -1%, -5%, 14%, 0%, -3%, 1%
- CCOC(=O)C1C(=O)NC(N2CCN(CC)CC2)=NC1c1ccccc1 (stereo not given)
  2%, -3%, -12%, 13%, 3%, 0%, 14%, 4%, 4%, -2%, 0%
- CCCNC(=O)c1cc2c(C(F)(F)F)nn(C)c2s1
  -9%, 2%, -12%, 5%, -11%, -4%, -20%, 36%, -6%, 4%, -3%
- COc1ccc(C2C(C(C)=O)=C(C)Nc3ncnn32)cc1OC (stereo not given)
  -2%, -3%, -11%, -6%, -7%, 6%, -1%, -7%, -1%, 1%, 2%
- CS(=O)(=O)N(CCc1ccccc1)CC(N)=O
  0%, 0%, 2%, 1%, 0%, -1%, -6%, -26%, -1%, 3%, -1%
- CCc1ccc(C(=O)/C=C/NCc2ccc(F)cc2)cc1
  ?, 18%, 4%, 11%, 8%, 15%, 46%, -2%, 6%, ?, ?
- CCOc1cc(C2C3=C(CCCC3=O)N(CC(=O)O)C3=C2C(=O)CCC3)ccc1OC
  3%, -1%, -13%, -11%, 15%, -4%, -2%, -8%, 5%, 1%, 9%
- C=CCNC(=S)N/N=C(\C)c1cccc(NC(C)=O)c1
  14%, -5%, ?, 3%, -4%, -1%, -6%, 3.5µM*, 1%, -4%, -4%
- COC(=O)C1CCN(C(=O)c2sc3nc(-c4ccc(F)cc4)cn3c2C)CC1
  -8%, 0%, 2%, -2%, -11%, 0%, -2%, -9%, -2%, 2%, -6%
- O=C(COC(=O)c1cccs1)NC1CCCC1
  -4%, -3%, 0%, 5%, -5%, 7%, 4%, 24%, 2%, ?, ?
- CC(C)(C)S(=O)(=O)c1cnc2c(-c3ccc(Cl)cc3)cnn2c1N
  24%, 21%, -10%, 22%, -2%, 1%, 7%, 2.8µM*, 2%, ?, 1%
- OCCN(CCO)Cc1csc2ccccc12
  -1%, 0%, -8%, 10%, -22%, 3%, 10%, -19%, 7%, 8%, -3%
- CN(C)c1ccc(/C=N/NC(=O)CN(c2cccc(Cl)c2)S(C)(=O)=O)cc1Br
  -8%, 1%, -9%, 10%, -10%, -10%, -32%, 4%, -3%, ?, -10%
- COc1cccc(-n2c(SCC(=O)Nc3cc(C)on3)nc3ccccc3c2=O)c1
  -4%, -2%, 3%, 2%, 0%, -2%, -28%, -2%, /, 1%, -4%
- Clc1ccc(-c2cnc(Oc3ccccc3)nc2)cc1
  2.8µM*, 0.79µM*, ?, 11%, -4%, ?, ?, 2%, -1%, 2.7µM*, ?
- COc1ccccc1NS(=O)(=O)c1ccc(C(=O)NCCCn2ccnc2)cc1
  -5%, -3%, /, /, /, 1%, -5%, /, 1%, -1%, 7%
- COC(=O)c1ccccc1NC(=O)CSc1nnc(-c2ccc(OC)cc2)n1C
  -1%, 1%, -3%, 6%, -16%, 4%, -2%, ?, -1%, 5%, -4%
- Cc1sc2nc(CSCC(=O)Nc3cc(F)ccc3F)[nH]c(=O)c2c1C
  -5%, 1%, /, /, /, 0%, -2%, /, 8%, -1%, -4%
- COc1cc(/C=C/CN2CCC(CO)(CC3CCCCO3)CC2)ccc1O (stereo not given)
  -12%, -4%, -4%, -4%, 5%, -1%, 0%, 37%, /, 5%, 0%
- COc1ccc(OC)c(C2N(c3ccc(Cl)cc3)C(=O)C3CCCN32)c1 (stereo not given)
  -1%, 1%, 1%, -5%, -10%, 4%, -16%, 5%, -2%, 1%, -17%
- CCOC(=O)C1CCCN(S(=O)(=O)c2cccc3nsnc23)C1 (stereo not given)
  -5%, -5%, -10%, -4%, ?, -6%, 0%, 1%, 1%, 2%, -12%
- NC(=O)CC(NC(=O)Cc1cccc2ccccc12)c1ccc(N2CCN(c3ccccn3)CC2)c([N+](=O)[O-])c1 (stereo not given)
  -1%, -6%, -1%, -6%, 10%, 0%, 14%, 3%, 5%, -2%, 8%
- CCOC(=O)Cc1csc(NC(=O)CCc2ccc(S(=O)(=O)N3CCOCC3)cc2)n1
  12%, 2%, -26%, 11%, -9%, -23%, -27%, ?, 9%, 1%, 6%
- Cc1noc(NS(=O)(=O)c2ccc(NC(=O)c3cnc4n(c3=O)CCS4)cc2)c1C
  -2%, -1%, 26%, -4%, 0%, 2%, -3%, -16%, /, 4%, 11%
- O=C(NC12CC3CC(CC(C3)C1)C2)c1ccc(-c2ccccc2Cl)o1
  2µM*, 1.1µM*, -25%, 9%, -9%, ?, ?, 42%, -6%, 1.9µM*, ?
- Cc1[nH]n2c(=O)cc(C(C)C)nc2c1-c1ccccc1
  0%, 0%, ?, 5%, -5%, -6%, -48%, 11µM*, -8%, -8%, 45%
- CCCC(=O)Nc1c2c(nn1-c1cccc(C)c1C)CS(=O)(=O)C2
  -2%, 2%, -2%, 0%, -7%, -1%, 0%, -26%, 14%, -2%, 18%
- Cc1csc(C(C)N(C)C(=O)CCc2nnc(CCc3ccccc3)o2)n1 (stereo not given)
  1%, 3%, 6%, -13%, 0%, 2%, 13%, 21%, 8%, -5%, 0%
- Cc1cc(N=NC(=O)c2ccccc2)ccc1O
  -37%[inhibitor], -28%, ?, ?, 7%, 0%, -19%, ?, -4%, ?, 17%
